Dynein transport = dynein cargo transport inhibition. z-score, hits read low. 0.47% of 220,000 active. 3617.4 mouse cells, GR-EGFP nuclear translocation imaging; test concentration mostly 20 µM; stimulated with dexamethasone, 1 µM; stronger effect = lower value;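 active = plate z-score of nuclear minus cytoplasmic receptor signal below a set negative limit, without overly bright fluorescence or cell loss, cut at about -3.5 in these data, passing the limit was not always enough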;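 note: z-score of nuclear minus cytoplasmic ring GR-EGFP intensity difference per well; some compounds called inactive have numbers as strong as hits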
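Also added – dexamethasone, 1.0 µM final · Buffer or medium – tet-free, stripped-serum medium · Schedule – induction 48 h, compound 1 h, agonist 30 min · Detection – formaldehyde fixation, Hoechst nuclear stain, 10x automated fluorescence imaging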
M1AAP inhibition = malaria alanyl aminopeptidase activity blockers – biochemical, fluorogenic H-Leu-NHMec substrate, 1536-well (AID 1445) | inhibition, % at 30 µM; hits with a dose series show IC50 in µM | recombinant M1AAP, H-Leu-NHMec fluorogenic kinetic assay; higher % means a stronger effect | 0.42% of 220,000 active;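 active = primary inhibition above the hit cutoff, then over 50% inhibition at one or more dose response concentrations, cut at about 23% in these data, passing the limit was not always enough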;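 note: plate controls were DMSO full reaction for no effect and no enzyme background for full effect; strong numbers were not always called active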
Yfh1-off respiration = mitochondrial function rescue without frataxin homolog – Friedreich's ataxia, plus single-dose screen, dose response (AID 1465); S. cerevisiae Yfh1-off respiration, WST-1 reduction, 72 h; higher fold induction means a stronger effect; fold induction at 50 µM, or EC50 in µM where a hit was titrated; 0.074% of 220,000 active;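 active = fold induction of absorbance versus untreated yeast above a set limit, then at least 30% activation at any dose in follow-up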;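 note: activators that raise dye reduction in frataxin-depleted yeast; strong numbers were not always called active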
Autophagy mod = autophagy modulation, high-content screen | 0.98% of 190,000 active | calls only at 10 µM (by protocol) | MEF GFP-LC3 puncta imaging; test concentration mostly 10 µM;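 active = percentage of spot-positive cells more than 3 SD above its plate mean, without a fluorescence outlier flag or 80% toxicity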;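 note: spot-positive cell cutoff set from DMSO-treated cells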
T cell modulator = modulates CD8 T cell binding to vesicles; 2C CD8+ T cell-vesicle binding, flow cytometry; stronger effect = lower value; 0.068% of 330,000 active; calls only at 7 µM;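 active = response, share of CD8 T cells binding vesicles, and their 90th percentile fluorescence all below set limits, cut at about 80% in these data, passing the limit was not always enough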
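Material: murine 2C transgenic CD8+ T lymphocytes / Also added: QL9-peptide-loaded Drosophila micro-vesicles bearing Ld, ICAM-1 and B7-1 / Schedule: binding step 1.5 h, 37 °C, antibody labelling 20 min, ice / Signal: flow cytometry, PE anti-B7-1 (FL2) versus Alexa647 anti-CD8 (FL8), PFA-fixed / Evaluation: percent CD8+ FL2 mean versus row control / Benchmarks: naked versus QL9-loaded vesicles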
bCat nuc transl = alters nuclear translocation of beta-catenin in HeLa cells | nuclear translocation activity, % at 5 µM | 0.3% of 190,000 active | AID 1665 | immunofluorescence imaging;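 active = nuclear translocation activity above 50% at 5 µM, with a well cell count of 50 or more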;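 note: per-cell ratio of nuclear to cytoplasmic median beta-catenin stain intensity; plate controls were DMSO negative control for no effect and GSK-3 inhibitor IX positive control for full effect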
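assay system = human HeLa cells, endogenous beta-catenin | times = compound treatment 24 h, 37°C, 5% CO2 | detection = Anti-beta-catenin immunofluorescence on PFA-fixed, Triton-permeabilized cells, DAPI nuclei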
P. falciparum M17LAP = P. falciparum M17LAP inhibitors, primary screen, biochemical, fluorogenic H-Leu-NHMec substrate, 1536-well (AID 1619); recombinant M17LAP, H-Leu-NHMec fluorogenic kinetic assay; higher % means a stronger effect; one-dose inhibition, % at 30 µM; IC50 in µM for titrated hits; 0.38% of 220,000 active;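 active = compound inhibiting the enzyme by more than half at any dose during confirmatory dose-response retesting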;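 note: plate controls were full reaction with DMSO carrier for no effect and no enzyme background for full effect; strong numbers were not always called active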
MT stabilizer = microtubule stabilization, imaging screen. % tubulin-high responders, % at 10 µM. HeLa tubulin immunostaining HCS, 24 h; share of cells brighter than vehicle mean+2SD. 0.83% of 200,000 active. AID 2205;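 active = plate Z-score above 3 for both tubulin-high and condensed-nucleus cell shares, with cell loss under 80%, at 10 µM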;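 note: anti alpha tubulin signal scored within the nucleus-defined area of each cell; some results filed as inactive read as strong as hits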
WT yeast gro inh = growth inhibition of WT yeast, mitochondrial fusion screen | mitochondrial fusion phenotypic screen, WT strain | inhibition, % at 10 µM | AID 1362 | 2.1% of 190,000 active; in the data active = inhibition above about 58%; tested in S. cerevisiae
WT yeast gro inh mutant strain = recorded beside WT yeast gro inh, whose call it bears; inhibition, %; mitochondrial fusion phenotypic screen, mutant strain inhibition
Dynein transport cytoplasmic EGFP = second read-out of Dynein transport, no call of its own (marks repeat the call); z-score; measured here: cytoplasmic GR-EGFP intensity; stronger effect = higher value
Dynein transport nuclear GR-EGFP = further read-out of Dynein transport, marked with its call; z-score; measured here: nuclear GR-EGFP intensity;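 lower value marks the stronger effect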
Dynein transport cell count = further read-out of Dynein transport, marked with its call; z-score; measured here: cell count per field
bCat nuc transl cell count 5 µM = recorded beside bCat nuc transl, whose call it bears; cell count; measured here: cell count, cytotoxicity flag
T cell modulator vesicle-bound % = also measured in T cell modulator; calls as there; double positive events, %; measured here: CD8+ vesicle-bound cell fraction;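 binding gate set so that unloaded-vesicle control wells show 10% double positive cells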
MT stabilizer Hoechst-high % = second read-out of MT stabilizer, no call of its own (marks repeat the call); % Hoechst-high responders; measured here: nuclear condensation Hoechst responders;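 share of cells brighter than vehicle mean plus two SD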
MT stabilizer cytotoxicity % = second read-out of MT stabilizer, no call of its own (marks repeat the call); toxicity, %; measured here: cytotoxicity by cell density;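 0% = mean cell density of plate MIN control wells and 100% = no cells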
Autophagy mod cell loss 18 h = further read-out of Autophagy mod, marked with its call; toxicity, %; measured here: cell loss, nuclei count;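 cell loss after 18 h compound exposure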
Numbers without * were called inactive; i = inactive; . = not tested or not shown.

SMILES	Dynein transport	Dynein transport cytoplasmic EGFP	Dynein transport nuclear GR-EGFP	Dynein transport cell count	M1AAP inhibition	Yfh1-off respiration	Autophagy mod	Autophagy mod cell loss 18 h	T cell modulator	T cell modulator vesicle-bound %	bCat nuc transl	bCat nuc transl cell count 5 µM	P. falciparum M17LAP	MT stabilizer	MT stabilizer Hoechst-high %	MT stabilizer cytotoxicity %	WT yeast gro inh	WT yeast gro inh mutant strain
CN(c1ccccc1)S(=O)(=O)c1cccc(NC(=O)CCN2C(=O)C3CCCCC3C2=O)c1 (stereo unspecified)	-0.932	-0.285	0.0282	-0.0489	6.2%	i	i	15.3	i	42.5	-2.0	1064	1.9%	6.1	3.6	2.8	-13.5	3.2
Cc1cc(C)c(C#N)c(Oc2ccc(F)cc2)n1	0.361	-0.252	0.537	-0.45	-0.3%	i	i	-0.8	i	34.9	-2.2	1368	-3.3%	3.7	1.9	1.2	3.8	0.9
COc1ccc(CSc2nc3ccccc3c(=O)[nH]2)cc1F	-0.653	-0.331	-0.551	1.1	-0.3%	i	i	2.3	i	40.6	-3.6	1139	0.4%	2.3	2.5	9.3	-7.2	4.5
Cc1cc([N+](=O)[O-])nn1CC(=O)NNC(=S)Nc1ccc(Cl)cc1	-0.477	-0.235	-0.387	1.68	12.5%	i	i	7.7	i	20.6	-0.4	1359	17.5%	3.4	1.7	6.4	-2.8	1.1
Cc1ccc(N2C(=O)N(CC(=O)Nc3cc(C)cc(C)c3)C(=O)C2C)cc1 (stereo unspecified)	0.413	-0.168	0.237	-0.42	0.7%	i	i	27.0	i	43.6	1.9	1097	-16.1%	2.7	1.5	3.5	7.6	1.2
Nc1nc(SCc2nc3scc(-c4cccs4)c3c(=O)[nH]2)n[nH]1	0.391	-0.231	0.362	-0.0541	15.2%	i	i	-1.8	i	39.6	-1.0	1052	22.0%	3.4	1.3	5.5	-6.0	-5.5
C1CCCCCC2(CCCCC1)OCC(CN1CCOCC1)O2 (stereo unspecified)	-0.898	-0.139	-0.515	-0.0118	8.6%	i	i	-4.9	i	47.7	1.8	1112	1.4%	6.5	2.0	7.3	21.0	17.9
COc1cccc(/C=N/NC(=O)c2cc(-c3cccn3C)n[nH]2)c1	0.521	-0.227	0.834	0.377	3.7%	i	i	14.7	i	19.4	2.4	1343	-4.2%	4.4	1.9	2.1	-2.5	19.7
CCOC(=S)SCc1cn2ccc(C)cc2n1	-0.623	-0.0552	-0.639	-0.273	8.2%	i	i	-4.3	i	42.3	3.7	480	22.7%	3.6	2.7	8.1	6.2	-1.4
COC(=O)c1ccc(NC(=O)C(=O)N2CCCC2)cc1	1.39	-0.0521	1.09	-1.31	4.4%	i	i	-2.4	i	42.7	-1.5	1128	-7.0%	7.7	0.7	30.1	-4.7	-15.3
COc1ccc(CN(C2CCCC2)S(=O)(=O)c2ccc(-n3cnnn3)cc2)cc1OC	0.741	0.738	0.949	0.17	-0.8%	i	i	6.3	i	18.7	1.5	531	-3.5%	2.7	3.9	17.5	10.9	-0.6
COC(=O)c1ccc(NS(=O)(=O)c2ccc(OC)cc2)cc1	0.416	0.0143	0.308	0.208	-7.6%	i	i	-7.2	i	47.7	0.5	1058	-1.6%	5.0	2.9	2.6	24.8	-2.2
COc1ccc([C@@H]2[C@@H](C(=O)C(C)(C)C)N3N=Cc4ccccc4[C@@H]3C23C(=O)OC(C)(C)OC3=O)cc1OC	1.64	-0.0717	1.04	-1.7	14.2%	i	i	0.4	i	21.6	-1.0	1009	17.1%	2.5	2.6	9.1	0.0	23.5
CCN(CC)c1ccc(C2N(C(=O)N3CCOCC3)CCN2S(=O)(=O)c2ccc(C)cc2)cc1 (stereo unspecified)	-0.261	0.206	0.334	0.0921	-10.5%	i	i	-7.9	i	18.7	1.2	1153	-21.0%	1.6	1.1	4.1	11.2	-22.0
O=c1c(C=NCCCO)c(-c2ccccc2)[nH]n1-c1nc2ccccc2s1	0.0824	-0.199	0.596	-0.00288	.	i	i	0.3	i	30.9	-1.1	1037	.	2.2	1.5	1.4	-6.2	-12.3
Nc1c(C(=O)NCc2cccnc2)sc(=S)n1-c1ccccc1	-0.501	-0.275	0.552	0.319	4.2%	i	i	26.5	i	12.9	-0.7	1105	0.2%	2.6	1.8	2.0	3.9	-6.7
CCn1nc(C)c(/C=N/NC(=O)Cc2ccc(Cl)cc2)c1C	-0.727	-0.238	-0.182	0.431	-1.1%	i	i	8.4	i	36.2	-2.6	563	-5.3%	3.4	3.3	7.0	6.3	8.6
FC(F)(F)c1ccc(Sc2nnc(-c3cccs3)n2CC2CCCO2)nc1 (stereo unspecified)	0.0764	-0.28	0.234	0.944	6.7%	i	i	2.3	i	65.4	-1.4	1050	-6.8%	2.0	1.0	0.9	-9.1	-14.9
FC(F)(F)c1ccc(-c2n[nH]c(=S)o2)nc1	0.0602	-0.133	0.00217	0.201	10.5%	i	.	.	i	21.2	-3.1	1160	2.9%	.	.	.	.	.
O=C(Nc1nnc(SCc2ccccc2)s1)c1cccc([N+](=O)[O-])c1	0.696	-0.202	0.147	-0.216	0.1%	.	i	15.0	i	32.8	-2.2	1176	-0.6%	5.1	1.7	7.0	5.2	1.1
COc1ccccc1NC(=O)c1cc(S(=O)(=O)NCc2ccccc2)ccc1F	-0.547	-0.319	-0.223	0.69	14.5%	i	i	3.7	i	28.6	-1.9	1095	1.0%	5.0	2.5	6.2	7.0	-6.3
Cc1ccc(-n2[nH]c(C)c(/C=N/n3c(C)nc4ccccc4c3=O)c2=O)cc1	0.0436	-0.153	0.531	-0.663	5.6%	i	i	17.5	i	4.3	-0.4	693	14.2%	3.9	2.5	0.6	13.9	12.1
CC/C(C)=N/Nc1ccc(S(=O)(=O)N2CCCC2)cc1[N+](=O)[O-]	-1.08	-0.24	-0.806	0.904	7.7%	i	i	-1.9	i	49.3	0.1	926	2.1%	2.7	1.6	5.7	-8.2	5.3
Cc1oc(-c2cc3c(cc2Cl)OCO3)nc1CN1CCCC1c1ccc(F)cc1 (stereo unspecified)	-0.877	-0.0824	-0.171	0.618	6.2%	i	i	4.8	i	48.5	-0.5	1558	58.4%	3.0	1.7	6.9	37.1	-3.2
COc1cc(/C=N/n2c(-c3ccccc3)n[nH]c2=S)ccc1O	1.14	-0.234	0.754	-1.32	12.1%	i	.	.	i	35.2	-0.1	1262	19.1%	.	.	.	.	.
COC(=O)CSc1nc(C)c2c(n1)CCCC2	0.444	-0.286	0.164	0.384	4.3%	i	i	-0.3	i	24.3	-0.3	1538	1.1%	2.7	1.8	8.1	0.3	7.7
Cc1noc(NS(=O)(=O)c2ccc(NC(=O)CSc3nc4c(cc3C#N)CCC4)cc2)c1C	1.77	0.158	1.49	-1.57	-0.4%	i	.	.	i	42.6	-2.4	1146	6.1%	3.3	0.5	7.5	9.2	2.3
COc1ccc(-c2cccc([C@H]3[C@@H]4C=CCC[C@@]4(C)C(=O)N3Cc3ccccc3)c2)cc1	-3.6*	0.336*	-1.61*	0.000664*	5.8%	i	.	.	i	57.2	2.6	1093	-0.1%	.	.	.	.	.
O=C(Nc1nc2ccccc2n1CCOc1ccc(Cl)cc1)c1ccco1	0.666	-0.235	0.544	-0.216	-0.6%	i	i	10.4	i	50.2	0.8	1186	-6.0%	3.1	1.9	3.9	69.8*	36.4*
Clc1ccc(-c2nnc(NC3=NCCCCC3)o2)cc1	2.18	-0.236	1.06	-0.536	4.1%	i	i	12.0	i	20.4	-2.1	1369	2.7%	3.9	3.1	7.5	12.4	13.6
Cc1oc(C)c(C(=O)Nc2ccc(CC(=O)O)cc2)c1C(=O)Nc1ccc(CC(=O)O)cc1	1.51	-0.118	0.948	0.169	6.5%	i	i	1.7	i	51.9	1.3	1113	25.2%	4.0	2.2	6.3	-3.2	-5.7
O=C(NCC(O)c1ccccc1)c1ccccc1 (stereo unspecified)	-0.482	-0.287	-0.474	0.928	9.2%	i	.	.	i	32.8	1.7	1268	9.4%	.	.	.	.	.

One compound at a time, from the list above. Screens in order: Dynein transport | Dynein transport cytoplasmic EGFP | Dynein transport nuclear GR-EGFP | Dynein transport cell count | M1AAP inhibition | Yfh1-off respiration | Autophagy mod | Autophagy mod cell loss 18 h | T cell modulator | T cell modulator vesicle-bound % | bCat nuc transl | bCat nuc transl cell count 5 µM | P. falciparum M17LAP | MT stabilizer | MT stabilizer Hoechst-high % | MT stabilizer cytotoxicity % | WT yeast gro inh | WT yeast gro inh mutant strain
Listed for O=C(NCC(O)c1ccccc1)c1ccccc1 (stereo unspecified) = -0.482 | -0.287 | -0.474 | 0.928 | 9.2% | i | . | . | i | 32.8 | 1.7 | 1268 | 9.4% | . | . | . | . | .
Listed for COc1cc(/C=N/n2c(-c3ccccc3)n[nH]c2=S)ccc1O = 1.14 | -0.234 | 0.754 | -1.32 | 12.1% | i | . | . | i | 35.2 | -0.1 | 1262 | 19.1% | . | . | . | . | .

Assay outcomes: PubChem BioAssay, several laboratories
